# Screening data: PubChem, several laboratories
# HSP90 inh – blocks HSP90-mediated luciferase refolding in reticulocyte lysate. Rabbit reticulocyte lysate, luciferase refolding luminescence, 3 h. inhibition, % at 5.6 µM. actives 0.91% (n = 290,000);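 active = inhibition above the screen-wide mean plus 3 SD, computed separately per campaign, cut at about 16% in these data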;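 also: 0% = DMSO wells and 100% = 60 µM geldanamycin wells; inhibitors lower the luminescence because luciferase stays unfolded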
# aSyn UTR inh – 5' untranslated region of α-synuclein, MLPCN primary screen; alpha-synuclein 5'UTR reporter, inhibitor activity; AID 1813; inhibition, % (tested at 7.5 µM); actives 0.82% (n = 300,000); in the data active = inhibition above about 60%; inconclusive = no clear call, values can overlap the other calls;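 also: H4 neuroglioblastoma cells stably carrying SNCA 5'UTR luciferase fusion; 0% = DMSO wells and 100% = positive control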
# HSF1 inh – HSF1 inhibition. NIH3T3-HGL HSE-luciferase, MG132-induced, luminescence 8 h; hits give low values. activity change, negative = inhibition, % at 7.5 µM (by protocol). actives 0.77% (n = 300,000). AID 2098;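 active = more than half of replicate wells show activity change below -50%, luminescence cut by over half; inconclusive = some wells, but at most half, below -50%; inactive = no replicate well below -50%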;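 also: luciferase reports HSF-1 transcriptional activity via heat shock element; 0% = median of DMSO wells and -100% = zero luminescence signal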
# HSF-1 act – increases HSF-1 driven luciferase reporter signal; activation, % at 9 µM; actives 1.7% (n = 300,000); NIH3T3-HGL HSF-1 luciferase reporter, MG132, 8 h; 100% = twice DMSO control signal; AID 504408;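 active = mean replicate activation of at least 50% with a set share of replicates each reaching 50%; inconclusive = only one of those two conditions met; inactive = mean below 50% and too few replicates reaching it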;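 also: 0% = median of the neutral control wells and 100% = twice that signal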
# KLF5 inh – inhibitors of KLF5 expression | AID 1700 | actives 0.23% (n = 290,000) | inhibition, % at 5 µM | DLD-1 KLF5 promoter-luciferase reporter, luminescence;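 active = inhibition above a per-plate limit of that plate's mean compound inhibition plus 3 SD, cut at about 60% in these data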;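 also: 0% = DMSO wells and 100% = LY294002 at 200 µM; higher means less KLF5 promoter-driven luciferase light; inactives centre near -14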
# IEC-6 cytotox – counter-screen for KLF5 inhibitors: cytotoxicity in IEC-6 cells; IEC-6 cytotoxicity, luminescence viability; inhibition, % at 5 µM; actives 0.78% (n = 290,000); in the data active = inhibition above about 22%;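 also: 0% = plate median of test compound wells and 100% = cytotoxic reference compound wells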
# AI-2 QS mod – modulators of Vibrio harveyi AI-2 quorum sensing system | Vibrio harveyi JMH597 AI-2 luminescence/OD600 ratio, 9 h; hits give low values; strain lacks LuxN and CqsS sensors; 0 = neutral-control median | activity change, % at 7.5 µM | actives 0.4% (n = 300,000); in the data active = activity change below about -75%, passing the limit was not always enough; inconclusive = no clear call, values can overlap the other calls;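 also: luminescence divided by OD600 gain over 9 h not by final OD600 alone; inactives centre near 13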
# SKKanGAS inh – inhibitors of SKKanGAS S. pyogenes growth in kanamycin (SK-promoter or general growth effect) | AID 1662 | actives 1.3% (n = 300,000) | BacTiter-Glo, 6 h | inhibition, % at 7.5 µM;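 active = mean replicate score, as percent of positive control median, at least 50; inconclusive = mean below 50 but one replicate at or above 50; inactive = mean and every replicate below 50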;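 also: strain carries kanamycin resistance gene driven by streptokinase promoter and grows in 40 µg/ml kanamycin; loss of luminescence reflects streptokinase promoter inhibition or plain growth inhibition; 0% = median of DMSO wells and 100% = positive control at its reference dose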
# HIF activator – HIF pathway transcriptional activation. U2OS HRE-luciferase reporter, luminescence; normalized: DMSO 0%, desferrioxamine 100%. activation, % at 7.5 µM (by protocol). actives 0.32% (n = 300,000);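 active = mean activation of at least 10% of the iron chelator positive control signal, with at least half of replicates also reaching 10%; inconclusive = mean and replicate majority disagree about reaching 10%; inactive = mean and most replicates under 10%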
# Platelet DG rel – modulates dense granule release in human platelets; human platelet-rich plasma, SFLLRN dense granule ATP release, luminescence; inhibition, %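 (compounds screened at 7.5 µM in platelet-rich plasma)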; actives 0.22% (n = 300,000);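 active = mean replicate score, as percent of positive control, at or above 50; inconclusive = mean below 50 but at least one replicate at or above 50; inactive = mean and every replicate below 50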
# * marks the source's active call; other numbers are inactive results; ? = inconclusive; nt = not tested or not shown.
SMILES,HSP90 inh,aSyn UTR inh,HSF1 inh,HSF-1 act,KLF5 inh,IEC-6 cytotox,AI-2 QS mod,SKKanGAS inh,HIF activator,Platelet DG rel
CCN(CC)c1ccc(C=C(c2nnnn2-c2ccccc2)c2nnnn2-c2ccccc2)cc1,6.0,20.2,12.2,-2.8,-8.2,6.6,7.7,7.1,-0.4,-7.6
Cc1ccccc1SCC(=O)NNC(=O)c1ccccc1O,1.6,-51.5,5.3,-1.7,-21.8,2.2,35.4,3.2,0.0,-3.9
Cc1ccc(S(=O)(=O)N2CCN(C(=O)CC3CCCC3)CC2)cc1,-1.8,31.2,-2.9,3.9,-19.0,-5.0,31.7,6.5,-0.4,-0.8
COc1ccc(NC(=O)Cn2c(=O)oc3cc(S(=O)(=O)N4CCCC4)ccc32)cc1,-0.4,-12.1,-4.2,-2.7,-11.3,3.2,6.6,-3.5,-0.3,-14.1
COc1ccc(OC)c(NC(=O)C2CCCN2C(=O)C2CCC(C)CC2)c1 (stereo unspecified),-0.7,-9.1,-7.8,5.9,-27.8,-4.9,24.7,-3.1,-0.3,-0.1
Cc1ccc(CSc2nc3nc(C)cc(C)n3n2)cc1,-2.0,-18.6,16.7,10.2,-77.7,-0.7,12.8,3.0,3.0,2.0
COc1ccc(CCNC(=O)CN(c2ccccc2)S(C)(=O)=O)cc1OC,5.0,7.6,-2.9,7.2,-20.3,1.9,14.1,-5.8,0.1,0.2
CCOc1ccccc1NC(=O)CN(c1ccc(OC)cc1OC)S(=O)(=O)c1ccccc1[N+](=O)[O-],5.4,21.3,7.6,7.2,-30.8,1.3,13.0,4.9,-0.2,0.2
COc1cc(OC)c(-n2c(C)cc(C=O)c2C)cc1Cl,1.3,21.5,1.2,-14.3,-24.5,-6.0,nt,-19.1,-0.3,-6.6
CCC(=O)N1CCc2cc(S(=O)(=O)CCC(=O)N3CCN(c4ccc(C(C)=O)cc4)CC3)ccc21,-4.5,6.5,3.2,-1.2,-35.3,-6.9,12.5,-2.8,-0.6,-3.2
CN(Cc1nccs1)C(=O)C1CCC(=O)N(CCCc2ccccc2)C1 (stereo unspecified),4.0,-7.3,-1.0,13.0,10.7,-3.3,22.9,3.0,-7.5,-8.6
CC(C)C(C)(C#N)NC(=O)CSc1nc2scc(-c3ccccc3)c2c(=O)[nH]1 (stereo unspecified),-1.9,-3.5,-1.8,-18.1,-4.7,4.7,10.3,15.4,-1.4,3.0
COc1cc2c(cc1OC)C(C)N(S(=O)(=O)c1cn(C)cn1)CC2 (stereo unspecified),0.2,14.0,-3.3,-4.2,1.3,-2.1,15.1,-3.4,-0.2,2.4
C1CC2CN(c3nc4nonc4nc3N3CCSCC3)CCN2C1 (stereo unspecified),-2.9,-1.2,-6.8,-1.5,-18.1,-5.7,11.9,7.7,-0.1,7.0
O=C(CN1C(=O)C(=O)N(C2CCCC2)C1=O)Nc1ccc(N2CCOCC2)cc1,-0.6,2.9,-4.3,30.2,7.0,2.7,10.9,1.9,-0.4,-2.6
CCOc1ccc(S(=O)(=O)Nc2cc(F)ccc2F)c2cccnc12,-4.3,-3.0,5.1,3.4,-43.9,0.1,37.6,-0.1,0.1,1.6
CN1Cc2cc(C(=O)c3ccccc3O)cnc2NC1=O,3.9,-5.4,0.7,4.2,-14.7,-5.1,17.0,5.3,-0.1,8.3
COc1ccccc1-n1c(SCC(N)=O)nnc1-c1ccc(S(=O)(=O)N2CCCCC2)cc1,-2.2,19.0,7.1,-3.2,-1.2,3.5,19.1,-4.1,-0.2,-1.4
O=C(Cc1ccc(Cl)cc1)NC1CCCCCC1,-1.7,-39.5,1.8,13.7,-58.3,-3.1,9.6,10.2,1.2,-7.9
COc1ccc(/C=N/NC(=O)c2ccc(CN3C(=O)c4cccc5cccc3c45)cc2)cc1O,1.1,13.5,16.1,32.3,-4.0,4.2,10.9,26.0,0.5,-0.1
CC1CCCC(C)N1C(=O)Cn1nnc(-c2ccc([N+](=O)[O-])cc2)n1 (stereo unspecified),1.0,-5.8,-5.5,-10.0,-19.5,1.7,9.9,-1.5,0.2,-4.7
CC[C@H](C)[C@H](NC(N)=O)C(=O)OCC(=O)NCc1ccc(Cl)cc1,-1.3,12.5,nt,nt,2.5,-5.1,22.8,3.6,0.0,-1.6
CCC(C)NCCCCOc1ccc(Br)cc1 (stereo unspecified),-1.1,-0.6,-8.5,-5.2,-22.9,-8.6,0.9,-13.9,0.2,-15.2
CCn1c(SCC(=O)NCCc2ccccc2)nc2c([nH]c3ccccc32)c1=O,2.1,-9.6,12.3,19.0,-2.9,5.1,-17.8,-7.9,-0.5,-15.3
CC(=O)Nc1ccc(NC(=O)CSc2nnc3ccc(-c4ccccn4)nn23)cc1,nt,-24.9,-3.9,20.0,nt,nt,15.2,1.2,-2.2,6.1
# (next part)
SMILES,HSP90 inh,aSyn UTR inh,HSF1 inh,HSF-1 act,KLF5 inh,IEC-6 cytotox,AI-2 QS mod,SKKanGAS inh,HIF activator,Platelet DG rel
COc1ccccc1CNC(=S)NCCc1ccccc1,-0.5,-32.1,5.4,21.3,-5.4,-1.0,17.3,4.1,0.6,-1.5
COc1ccccc1OCC(=O)Nc1ccccc1C(=O)N1CCCC1,-1.4,7.4,1.6,19.7,-10.9,-4.5,13.1,-2.2,0.1,2.7
O=C1CC(NCCc2ccccc2)C(=O)N1CCc1ccccc1 (stereo unspecified),-0.2,-0.3,1.0,-1.6,-9.0,-15.2,-2.6,-0.7,0.2,-6.1
COc1ccc(-c2cc(C(=O)Nc3ccccc3O)c3ccccc3n2)cc1,nt,-17.3,34.0,65.5*,nt,nt,28.5,2.5,1.4,-4.9
CS(=O)(=O)c1[nH]nc(-c2cccc(Cl)c2)c1C#N,6.3,9.4,-5.3,11.8,-13.7,-4.4,8.7,1.9,-0.1,-1.5
CCOP(=O)(CC(C(C)=O)C(O)c1ccccc1)OCC (stereo unspecified),0.2,1.0,-6.2,-15.0,-25.8,-0.6,12.2,0.6,0.8,-5.9
CSc1cccc(CNC(=O)C2CCC(=O)N(CCc3ccccn3)C2)c1 (stereo unspecified),-1.3,-0.4,6.2,-12.9,-13.5,-10.3,13.0,-4.7,0.3,-2.0
CCOc1ccc(CNCc2ccc(C(=O)O)cc2)cc1OC,3.2,-10.6,-13.9,-28.4,-4.1,-0.1,8.6,12.2,-0.1,1.5
CC(=O)Nc1ccc(NC(=S)NC(=O)c2ccc(-c3ccccc3)cc2)cc1,nt,-27.7,-0.1,10.2,nt,nt,4.9,3.9,-1.8,-0.5
Cc1ccc(/C(O)=C2/C(=O)C(=O)OC2c2ccc(Cl)cc2)cc1 (stereo unspecified),1.3,-20.2,-6.6,-3.5,-27.1,-8.5,21.4,5.0,nt,-41.8
O=Cc1cccn1-c1nccc(-c2ccco2)n1,-0.9,-14.7,8.9,-8.2,-21.5,7.8,17.2,-1.0,0.2,1.8
COc1cccc(C=Nc2ccc3c(c2)OCCO3)c1O,11.8,-54.6,?,-55.4,10.2,2.8,24.5,-0.1,1.9,27.6
CCN1C(=O)N[C@@H](CCc2ccccc2)[C@@H](C(=O)OC)[C@H]1C,nt,4.3,9.8,9.3,nt,nt,21.6,0.7,-0.4,-0.8
COc1cc(NC(=O)Cn2ncc3c2-c2ccccc2OC3)cc(OC)c1OC,2.5,11.9,-0.7,1.7,-13.4,0.2,30.0,-3.1,-0.1,-7.4
O=C(CN1C(=O)c2ccccc2S1(=O)=O)c1ccccc1F,12.2,82.3*,-52.0*,-61.0,8.2,2.1,12.6,9.9,-2.8,-4.8
OCCc1ccccc1,nt,-8.1,-19.1,-22.2,nt,nt,36.1,-1.5,-0.7,-0.9
CCN(CC(=O)NCc1ccc(Cl)cc1)C(=O)CCOc1ccc(C)cc1,nt,10.2,0.5,-12.8,nt,nt,9.8,0.1,0.0,-9.7
O=C(NNC(=O)c1c(F)cccc1F)c1sccc1-n1cccc1,1.0,4.1,0.1,2.9,1.0,-1.4,20.3,0.3,-1.7,3.4
CCC(=O)N1CCc2cc(S(=O)(=O)NCCC(=O)N3CCc4ccccc4C3)ccc21,-0.1,22.0,-7.2,-6.5,-7.0,3.3,8.9,0.7,-0.1,-5.4
COc1ccc(Nc2nc(N3CCN(S(=O)(=O)N(C)C)CC3)nc3ccccc23)cc1,3.1,-7.9,3.1,-10.7,-4.6,3.1,-6.0,4.4,1.2,6.1
Cc1[nH]nc(SCC(=O)Nc2ccc(C#N)cc2)c1[N+](=O)[O-],0.1,-1.5,0.5,4.0,0.8,-4.2,-16.9,27.0,-0.1,-6.3
O=C(CSCC(=O)N1CCCCC1)Nc1nc(-c2cccs2)cs1,-0.1,-50.0,2.7,-4.3,-30.8,-5.9,23.1,-5.0,1.0,5.3
O=C(CSc1n[nH]c(-c2cccnc2)n1)Nc1ccccc1,-0.7,1.0,2.6,-5.8,-10.2,-0.5,-24.7,-0.6,-0.2,-0.2
CCOc1ccc(/C=N/n2c(COc3ccccc3)n[nH]c2=S)cc1OC,-1.1,30.0,1.4,1.9,-25.6,-3.1,5.7,4.4,0.2,7.6
O=C(O)C1C2CCC(O2)C1C(=O)NCCC1=CCCCC1 (stereo unspecified),-0.8,-5.5,0.2,6.4,-24.5,-2.1,12.8,-2.8,-0.1,-4.2
# Next section
SMILES,HSP90 inh,aSyn UTR inh,HSF1 inh,HSF-1 act,KLF5 inh,IEC-6 cytotox,AI-2 QS mod,SKKanGAS inh,HIF activator,Platelet DG rel
CCOc1ccccc1N(CC(=O)Nc1ccc(S(=O)(=O)N2CCCC2)cc1)S(C)(=O)=O,2.0,-0.9,-4.3,-0.1,-27.1,-0.3,34.0,-5.1,0.7,-0.3
CSc1ccc(Cl)c(C(=O)OCC(=O)Nc2ccccc2OC(F)F)c1,-0.7,21.0,3.1,-6.2,-10.4,1.8,29.5,-5.0,0.3,-10.9
O=C1CC(N2CCC(c3nc4ccccc4o3)CC2)C(=O)N1c1ccc(F)cc1 (stereo unspecified),0.0,19.5,1.7,2.2,-62.9,-5.0,26.3,0.9,-0.2,-3.0
CCOc1cc(S(=O)(=O)N2CC=C(c3ccc(F)cc3)CC2)c(OCC)cc1-n1cnnn1,-2.1,12.1,5.3,7.7,-20.9,0.0,5.4,-1.5,1.6,8.3
CCOc1ccc(NC(=O)Cn2c(=O)n(CCCC(=O)NC3CCN(Cc4ccccc4)CC3)c(=O)c3ccccc32)cc1,-4.1,7.3,4.6,-1.7,-4.6,-7.3,7.2,0.6,0.7,-2.3
O=C(O)CC/C(=N/NC(=O)CNC(=O)c1ccc2c(c1)OCCO2)c1ccccc1,-0.8,7.4,-3.5,2.9,-4.0,-7.4,32.1,0.4,-0.1,-24.4
CCc1ccc(S(=O)(=O)N2CC(=O)Nc3ccccc32)cc1,-1.4,21.1,-3.5,-5.3,-28.3,-0.9,19.7,-3.0,0.0,-2.9
Cc1cc(NC(=O)C2C3C(=O)N(CC4CCCO4)C(C(=O)NCc4ccccc4)C34C=CC2(C)O4)no1 (stereo unspecified),1.7,-20.5,-8.3,-15.5,-2.1,0.7,4.7,-3.1,-0.2,5.3

# Compounds as they come. About 6% of those tested had a hit in this group.
